CCT modulator = modulators of cytosolic chaperonin (CCT/TRiC) activity. activity change, % (test concentration not listed), hits read low. purified chaperonin ATPase assay, HTRF ADP detection, 30 min. AID 651819. hit rate 0.3% among 360,000; in the data active = activity change below about -30%; also: % is scaled to controls: 0 for no effect and ±100 for the full control effect
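ATPase activity: ADP formed was measured by HTRF Transcreener (665/615 nm ratio) after 30 min at 37 deg C with 10 uM ATP. Compounds screened at one 76 uM concentration against 40 or 20 nM TRiC in Tris pH 7.4/KCl/MgCl2/DTT buffer.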
MmCpn inh = blocks the Methanococcus maripaludis chaperonin Mm-Cpn; hit rate 0.031% among 330,000; Potency, µM (titrated, usually from 76.9 µM), for the others: at the top dose activity, negative = inhibition, actives largely listed as inhibitors; purified Mm-Cpn ATPase, ADP Transcreener TR-FRET; also: potency is read from the fitted curve at half-maximal effect; % is scaled to controls: 0 for no effect and ±100 for the full control effect; nearly all actives have a fitted effect of over 80% in size
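Reaction buffer contained 30 mM Tris pH 7.4, 100 mM KCl, 5 mM MgCl2 and 1 mM DTT. Mm-CPN (25 nM final) hydrolysed 10 uM ATP over 30 min at 37°C; ADP was read by HTRF.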
D3 antag = D3 dopamine receptor (human) antagonism; max response, negative = inhibition, %; hit rate 2.5% among 360,000; D3R cells, DiscoveRx beta-arrestin luminescence, antagonist mode; stronger effect = lower value; in the data active = max response below about -50%; inconclusive = no clear call, values can overlap the other calls; also: % is scaled to controls: 0 for no effect and ±100 for the full control effect; mostly tested at two doses, the higher about 12 µM
Target sequence (P35462 whole entry, looked up): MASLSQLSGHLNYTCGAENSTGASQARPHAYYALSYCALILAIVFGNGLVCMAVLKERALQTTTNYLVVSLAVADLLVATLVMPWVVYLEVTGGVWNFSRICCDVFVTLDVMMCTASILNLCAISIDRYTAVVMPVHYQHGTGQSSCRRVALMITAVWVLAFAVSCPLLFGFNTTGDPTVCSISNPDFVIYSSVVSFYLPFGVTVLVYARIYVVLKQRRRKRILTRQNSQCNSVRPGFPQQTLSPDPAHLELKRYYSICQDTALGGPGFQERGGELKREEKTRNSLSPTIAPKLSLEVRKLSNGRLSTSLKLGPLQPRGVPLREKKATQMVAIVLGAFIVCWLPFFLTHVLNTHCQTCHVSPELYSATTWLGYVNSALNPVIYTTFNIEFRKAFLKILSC
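Cells expressing the human receptor were seeded at 1500 cells/well, incubated overnight at 37 degrees C in 5% CO2, then exposed to library compounds with dopamine controls for 90 minutes at 37 degrees C before luminescent detection.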
DRD3 agonist = agonists of human D3 dopamine receptor. P35462. D3R DiscoveRx beta-arrestin cells, luminescence, 90 min. max activation, %. hit rate 0.58% among 410,000; in the data active = max activation above about 30%; also: 0% is about no effect; mostly tested at two doses, the higher about 12 µM
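Cells at 1500/well, incubated overnight, then treated with pinned compounds (dopamine as control) for 90 min at 37 degrees C. DiscoveRx reagent added for 30 - 60 minutes at room temperature; luminescence read.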
EPAC2 antag = antagonists of human EPAC2 | hit rate 0.18% among 360,000 | Potency, µM (series often up to 114 µM), for inactives: top-dose activity, negative = inhibition, hits mostly inhibitors | EPAC2 GEF exchange of Rap1B-BODIPY-GDP, fluorescence | Q8WZA2 | AID 720708; also: potency is read from the fitted curve at half-maximal effect; % is scaled to controls: 0 for no effect and ±100 for the full control effect; nearly all actives have a fitted effect of over 45% in size; many of its hits are not listed in these tables
pAkt inh = blocks phosphorylation of Akt; Neuro2A IGF-stimulated pAkt S473 HTRF, 20 min; stronger effect = lower value; activity change, % for hits at 50 µM; hit rate 0.32% among 360,000; AID 651550; in the data active = activity change below about -80%; inconclusive = mostly about -51% to -80%; also: % is scaled to controls: 0 for no effect and ±100 for the full control effect
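Neuro2A cells (4,500/well, DMEM with 0.5% FBS) were treated with compound at a single 50 µM final concentration, stimulated with 6 nM IGF for 20 min at 37 °C, and lysed. Phospho-Akt Ser473 was read by HTRF as 665/615 ratio ×10^4.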
PTHR1 agonist = PTHR1 (human) receptor agonism; HEK293 GP2 PTHR1 cells, GloSensor cAMP luminescence, 1 h; Potency, µM (series often up to 115 µM), without a hit: at the top dose activation, usual class: activators; Q03431; hit rate 0.075% among 410,000; also: potency is read from the fitted curve at half-maximal effect; nearly all actives have a fitted effect of over 55% in size; some results filed as inactive show a strong effect at the top dose; inactives centre near -15; many of its hits are not listed in these tables
Target sequence (Q03431 whole entry, looked up): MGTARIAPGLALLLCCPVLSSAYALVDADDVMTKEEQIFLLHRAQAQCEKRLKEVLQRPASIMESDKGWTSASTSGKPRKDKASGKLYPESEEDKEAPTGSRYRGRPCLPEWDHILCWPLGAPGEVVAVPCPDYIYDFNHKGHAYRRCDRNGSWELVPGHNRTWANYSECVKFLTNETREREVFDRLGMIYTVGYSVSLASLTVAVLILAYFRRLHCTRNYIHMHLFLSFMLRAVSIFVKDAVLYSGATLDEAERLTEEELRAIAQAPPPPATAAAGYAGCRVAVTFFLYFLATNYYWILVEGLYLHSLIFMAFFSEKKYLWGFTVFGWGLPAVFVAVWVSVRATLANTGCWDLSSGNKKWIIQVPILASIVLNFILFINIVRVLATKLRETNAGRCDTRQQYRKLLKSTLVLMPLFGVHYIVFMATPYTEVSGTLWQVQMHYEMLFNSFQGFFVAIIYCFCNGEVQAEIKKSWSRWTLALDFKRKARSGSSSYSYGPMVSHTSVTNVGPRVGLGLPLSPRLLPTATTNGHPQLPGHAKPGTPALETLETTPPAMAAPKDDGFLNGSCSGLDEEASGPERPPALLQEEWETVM
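HEK-293-derived GP2 cells expressing PTHR1 and a GloSensor cAMP reporter, 3,000/well, plated overnight, given luciferin plus IBMX (each 0.5 mM as added) for 1 h at 37 °C, then compound for 1 h at 37 °C. Luminescence was read after 15 min at room temperature.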
EPAC2 ag = activates human EPAC2 exchange factor | EPAC2 activation, biochemical qHTS; response scale: 100% = 6.5 mM cAMP response | Potency, µM (doses to about 154 µM), for the others: top-dose activation, hits mostly activators | AID 720711 | hit rate 0.079% among 360,000; also: potency is read from the fitted curve at half-maximal effect; nearly all actives have a fitted effect of over 50% in size
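Compounds were titrated in qHTS against a Rap1B-BODIPY-GDP (250 nM) complex with EPAC2 (100 nM) and GDP (50 uM). BODIPY-GDP release tracked at 480/540 nm over 30 min at room temperature, normalized to 6.5 mM cAMP.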
* hit, by the source's call; i = inactive; u = inconclusive; x = not tested or not shown; [ ] = remark or other dose. Unless noted, calls follow the shape of the dose curve; as a rule, active = well fitted curve in the direction sought with a large enough effect; inconclusive = small, poorly fitted or top-dose-only effect, or another doubt; inactive = no such curve, though single readings can be large; an effect the other way counts as inactive or inconclusive. Not all compounds are listed; count on the stated rates, not on these rows.

| canonical_smiles | CCT modulator | MmCpn inh | D3 antag | DRD3 agonist | EPAC2 antag | pAkt inh | PTHR1 agonist | EPAC2 ag |
| --- | --- | --- | --- | --- | --- | --- | --- | --- |
| COc1cc(C(=O)NCCOc2ccccc2)c(Br)c(OC)c1OC | 0.1 | 1% | -8 | 0 | 6% | i | -4% | 0% |
| Cc1cc(C)n2c(-c3ccccc3Cl)nnc2n1 | 1.1 | 0% | 0 | 6 | 0% | i | -20% | 4% |
| NNC(=O)CSc1nc(-c2ccccc2)nc2c1CCCC2 | -1.0 | -1% | 4 | 5 | -2% | i | -10% | 13% |
| CN(CCOc1ccc(Br)cc1)CC(O)c1ccccc1 (stereo not drawn) | -1.0 | 1% | -18 | -13 | 3% | i | i | 2% |
| CCOC(=O)c1c(S(=O)(=O)Nc2ccc(CN3CCC(C)CC3)cc2)c(C)n(C)c1C | -0.7 | 0% | -51* | -19 | -5% | i | -17% | -2% |
| COC(=O)NC1(C(F)(F)F)NC(=O)N(C2CCCCC2)C1=O (stereo not drawn) | -4.0 | 0% | -7 | -8 | 0% | i | -3% | 8% |
| CCOC(=O)N1CCN(C(=O)C(C)SCc2ccccc2)CC1 (stereo not drawn) | -2.4 | 2% | 24 | 15 | 4% | i | i | 5% |
| Cc1nc2c3ccccc3[nH]c(=O)n2n1 | -4.4 | -9% | -14 | 5 | -7% | i | i | -1% |
| COc1ccccc1NC(=O)CN1CCCCC1 | -3.9 | 0% | -18 | -7 | -1% | i | i | -4% |
| CCOc1ccc(CC(=O)NCC2(N3CCCCC3)CCCCC2)cc1 | -1.4 | 0% | -4 | -3 | 17% | i | i | -5% |
| CCCc1cc(=O)[nH]c2nnc(SCC(=O)Nc3cc(C)on3)n12 | -1.5 | 0% | -10 | -1 | 0% | i | u | 7% |
| O=C(c1ccccn1)N1CCCC(N2CCN(c3cccc(C(F)(F)F)c3)CC2)C1 (stereo not drawn) | 0.3 | 1% | -19 | -7 | 9% | i | -10% | 5% |
| CC(=O)NC(c1cccc(F)c1)c1nc(-c2cnc3ccccc3c2)cs1 (stereo not drawn) | 0.9 | x | -8 | 1 | -24% | i | i | 6% |
| CC1(c2ccc(Cl)cc2)NC(=O)N(CC(=O)Nc2ccc3c(c2)OCO3)C1=O (stereo not drawn) | 0.2 | x | 6 | 1 | 1% | i | -48% | 0% |
| CCOc1ccc(S(=O)(=O)N2CCN(S(=O)(=O)c3ccc(OCC)cc3)C(C)C2)cc1 (stereo not drawn) | -0.9 | -1% | -11 | 7 | -5% | i | -10%[57.5 µM] | -4% |
| COc1ccc(C(C)(C)C)cc1S(=O)(=O)N1CCN(C)CC1 | -0.4 | 0% | 7 | -3 | 7% | i | -3% | -15% |
| C[C@@]12CCC=C[C@H]1[C@H](c1ccc(F)c(/C=C/c3ccccc3)c1)N(Cc1ccccc1)C2=O | -2.2 | 1% | 8 | -16 | -14% | i | -33% | 4% |
| Cc1ccccc1C(=O)NC(=S)Nc1ccc(N2CCN(C(=O)c3ccccc3)CC2)cc1 | -2.9 | -2% | 4 | 3 | 0% | i | -22% | 6% |
| CN(CC(O)COc1ccc(S(=O)(=O)N2CCOCC2)cc1)C1CCCCC1 (stereo not drawn) | -3.9 | x | u | -10 | -3% | i | -20% | 3% |
| COc1ccc(N(CC(=O)NCc2ccccc2)S(=O)(=O)c2c(C)noc2C)cc1 | -0.9 | 7% | 16 | 0 | -5% | i | 16%[57.5 µM] | 0% |
| CCCCCCCNC(=O)C1(CC2CC(c3ccc(Cl)cc3)=NO2)CCN(C(=O)OC(C)(C)C)CC1 (stereo not drawn) | -0.1 | 0% | -4 | 1 | 8% | i | i | -3% |
| Nc1ccc(C(=O)Nc2cccc(N)c2)cc1 | -0.2 | -5% | 9 | 1 | 17% | i | -16% | 2% |
| CC(=O)c1cc2c(s1)-c1cc(F)ccc1OC2 | -2.4 | -8% | -2 | -5 | 0% | i | i | 6% |
| Cc1ccc(NC(=O)c2cc(-c3ccccc3O)n[nH]2)cc1C | 1.5 | 0% | 0 | 4 | -15% | i | -10% | 0% |
| CC(=O)CCc1ccc(OCCCCn2cncn2)cc1 | -0.7 | 0% | 13 | -5 | 0% | i | -8% | -2% |
| Cc1cc(SCC(=O)Nc2ccc(O)cc2)n2nc(C)c(-c3ccccc3)c2n1 | -0.1 | 3% | 11 | 7 | 1% | i | -7% | 0% |
| COc1cc(S(=O)(=O)NCC2(N3CCCCC3)CCCCC2)ccc1NC(C)=O | -0.5 | 2% | -4 | 6 | -4% | i | i | -5% |
| CCN(CC(=O)Nc1ccccc1C(F)(F)F)C(=O)c1ccc(N2CCCC2=O)cc1 | -6.0 | -1% | -2 | 2 | 12% | i | i | 12% |
| COc1cccc(/C=N/NC(=O)N/N=C/c2cccc(OC)c2O)c1O | -1.4 | -1% | -4 | 21 | 3% | i | -16% | 4% |
| CCOc1ccc(C2C(C(=O)c3cccs3)=C(O)C(=O)N2Cc2cccnc2)cc1OC (stereo not drawn) | 0.6 | -1% | 0 | 1 | 5% | i | -22% | -4% |
| O=C(CN1CCN(S(=O)(=O)c2ccc(Br)cc2)CC1)N/N=C/c1ccccc1C(=O)O | -6.0 | 5% | 15 | -10 | 2% | x | i | 0% |
| Cc1ccc2c(c1)C(O)(CC(=O)c1cccc(-n3cccc3)c1)C(=O)N2 (stereo not drawn) | -0.9 | -3% | 10 | 1 | -16% | i | -4% | 1% |
| CN(Cc1ccccc1)Cc1nc2c([nH]1)c(=O)n(C)c(=O)n2C | 0.3 | -1% | -1 | -5 | 13% | i | 5%[57.5 µM] | 2% |
| CC(C)C[C@H]1CNC(=S)N1C[C@H]1CCCN1C[C@H](Cc1ccc(O)cc1)N1C[C@H](Cc2ccc(O)cc2)N(CC2CCCCCC2)C1=S | 0.6 | x | -11 | -3 | 11% | i | -15% | 7% |
| O=C(CSC1=NS(=O)(=O)c2ccccc2N1)Nc1nccs1 | -1.0 | 1% | 17 | 5 | 3% | i | -34% | 1% |
| CCc1nc(Nc2ccccc2F)c2oc3ccccc3c2n1 | -7.8 | -4% | 24 | -4 | 7% | i | -22% | 4% |
| Nc1ccc(N2CCCC2)c(S(=O)(=O)Nc2cccc(C(F)(F)F)c2)c1 | -4.5 | 2% | 4 | -4 | -2% | i | -41%[inhibitor] | 4% |
| COC(=O)c1c(C)nc(C)c(C(=O)OC)c1-c1ccc(OC)c(OC)c1 | 0.5 | 0% | -2 | -12 | -6% | i | -14% | 9% |
| COc1ccc(C(=O)OCC(=O)NC2CCCC2)c(OC)c1 | 1.8 | 3% | 12 | 1 | -11% | i | i | 6% |
| Cc1ccc(Cn2c(C(C)Nc3nc(-c4ccc(Cl)cc4)cs3)nc3cc(C(=O)NCCCO)ccc32)cc1 (stereo not drawn) | -0.5 | x | 14 | -1 | 4% | i | -7% | -3% |
| CC1=C(C(=O)N(C)C)CC(CC(=O)NCCc2ccccn2)C(=O)N1CCCN1CCCC1=O (stereo not drawn) | 2.7 | x | -5 | -11 | 8% | i | i | 4% |
| Cc1ccc(NC(=O)CSc2nc3[nH]ncc3c(=O)[nH]2)c(C)c1 | -0.7 | 0% | 4 | 3 | -18% | i | i | -1% |
| Cc1c(NC(=O)/C=C/c2cccs2)c(=O)n(-c2ccccc2)n1C | 2.3 | -1% | 2 | 4 | 17% | i | i | 1% |
| O=S(=O)(N1CCOCC1)N1CCN(c2ccccc2F)CC1 | 1.6 | 1% | -7 | 5 | 6% | i | i | -6% |
| Cc1cccc2c1N(C)C(=O)C2=O | -0.6 | 1% | 10 | -11 | 3% | i | i | -2% |
| Cc1cnc(C(=O)Nc2ccc(C(C)C)cc2)cn1 | -0.6 | 1% | -14 | -11 | 3% | i | -31%[inhibitor] | 14% |
| CC1CCN(C(=O)CN2C(=O)C(C)(C)Oc3ccc(C(=O)NC(C)C)cc32)CC1 | -0.6 | -1% | 10 | 5 | -5% | i | i | 2% |
| CCOc1ccc(S(=O)(=O)NCCSCc2ccco2)cc1 | -0.6 | 1% | 6 | -5 | -18% | i | -11%[57.5 µM] | 4% |
| COCCNS(=O)(=O)c1cc(C)c(C)cc1C | 2.3 | 0% | 11 | 9 | 20% | i | -13% | 11% |
| O=C(CN1CCN(c2cccc(Cl)c2)CC1)Nc1ccc(S(=O)(=O)N2CCOCC2)cc1 | 0.1 | -5% | -17 | 4 | 0% | i | -15% | -1% |
| CC1CCc2c(sc(NC(=O)c3ccc(Cn4cc([N+](=O)[O-])cn4)o3)c2C#N)C1 (stereo not drawn) | -4.0 | 3% | -69* | -9 | -4% | i | i | 9% |
| CC(C(=O)N(C)C1CCS(=O)(=O)C1)N1C(=O)/C(=C/c2cccs2)SC1=S (stereo not drawn) | -0.4 | 1% | 12 | 3 | 4% | i | -15% | 5% |
| Cc1ccc(OCC(=O)Nc2ccc(-n3cnnn3)cc2)c(C)c1 | 11 | -5% | -17 | -10 | -6% | i | -23% | 2% |
| Cc1ccc[n+](CC(=O)Nc2cc(C(F)(F)F)ccc2Cl)c1 | -0.1 | 1% | -79* | -36 | 6% | i | i | 4% |
| CCCn1c(=O)[nH]c(=O)c2c1nc(-c1ccccc1)n2CCN1CCOCC1 | -0.7 | 0% | 0 | 2 | -4% | i | i | 7% |
| CCc1cccc2c1NC(=O)C2=O | 0.0 | x | -13 | -18 | 2% | i | i | 7% |
| Cc1ccc(OCCn2cc(/C=C(\C#N)C(=O)NCC3CCCO3)c3ccccc32)cc1 (stereo not drawn) | -4.1 | 0% | -17 | -3 | -12% | i | -28% | 11% |
| Cc1ccc(Cn2c(=O)n(Cc3ccco3)c(=O)c3ccccc32)cc1 | 1.9 | -1% | u | -8 | 17% | i | -7% | -8% |
| COc1ccc(CNC(N)=O)cc1OC | 0.5 | 1% | 8 | -6 | 0% | i | i | 10% |
| Nc1cc(S(=O)(=O)Nc2ccc(Br)cc2)ccc1Cl | -0.6 | 2% | 7 | 2 | -15% | i | -7% | 6% |
| CCN1/C(=C/c2ccc3ccc(C)cc3[n+]2CC)Sc2ccccc21 | -4.7 | -13% | -17 | -3 | -9% | i | -16% | 13% |
| Cc1cccc(N2CCN(C(=O)c3ccncc3)CC2)c1C | 1.6 | -1% | 16 | 46* | 3% | i | -8% | 1% |
